Bioassay records as filed in PubChem BioAssay.
V1aR counter: activates human V1a receptor in oxytocin agonist counter-screen; P37288; CHO-V1R cells, Fluo-8 calcium fluorescence, agonist mode; 0% DMSO, 100% 3 nM vasopressin; activation, % at 3 µM; actives 0.25% (n = 320,000);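 active = activation above the mean activation of all tested compounds plus 3 SD, per screening run, cut at about 20% in these data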;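 also: signal is peak over basal fluorescence ratio across a 100 second FLIPR read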
PHOSPHO1 inh: blocks human PHOSPHO1 phosphatase activity; Q8TCT1; recombinant PHOSPHO1, absorbance phosphatase assay; inhibition, % at 13.3 µM; actives 1.1% (n = 290,000); in the data active = inhibition above about 60%
Target sequence (Q8TCT1 whole entry, looked up): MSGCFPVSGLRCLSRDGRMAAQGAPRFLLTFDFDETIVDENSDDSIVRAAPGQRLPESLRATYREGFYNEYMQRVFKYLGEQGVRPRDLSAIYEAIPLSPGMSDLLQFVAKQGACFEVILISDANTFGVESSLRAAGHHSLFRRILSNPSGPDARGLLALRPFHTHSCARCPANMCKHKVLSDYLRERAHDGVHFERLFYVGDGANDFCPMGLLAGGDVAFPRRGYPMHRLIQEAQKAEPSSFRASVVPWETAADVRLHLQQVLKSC
VIM-2 inh: inhibitors of Pseudomonas aeruginosa VIM-2 metallo-beta-lactamase. purified VIM-2, nitrocefin hydrolysis, epi-absorbance fluorescence. inhibition, % at 5.6 µM. AID 1527. actives 0.89% (n = 290,000);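 active = inhibition above the mean of all tested compounds plus 3 SD, cutoff set per screening run, cut at about 7.5% in these data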;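 also: red hydrolysis product quenches plate fluorescence so inhibitors raise well fluorescence; 0% = enzyme with DMSO and 100% = DMSO without enzyme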
GPR7 antag: blocks human GPR7 receptor signaling; P48145; GPR7-expressing cells, fluorescence antagonist assay; inhibition, % at 4.4 µM; actives 1.1% (n = 290,000); AID 1861; in the data active = inhibition above about 16%, passing the limit was not always enough;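 also: cells stimulated with the agonist NPW; 0% = agonist with vehicle and 100% = vehicle without agonist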
Target sequence (P48145 whole entry, looked up): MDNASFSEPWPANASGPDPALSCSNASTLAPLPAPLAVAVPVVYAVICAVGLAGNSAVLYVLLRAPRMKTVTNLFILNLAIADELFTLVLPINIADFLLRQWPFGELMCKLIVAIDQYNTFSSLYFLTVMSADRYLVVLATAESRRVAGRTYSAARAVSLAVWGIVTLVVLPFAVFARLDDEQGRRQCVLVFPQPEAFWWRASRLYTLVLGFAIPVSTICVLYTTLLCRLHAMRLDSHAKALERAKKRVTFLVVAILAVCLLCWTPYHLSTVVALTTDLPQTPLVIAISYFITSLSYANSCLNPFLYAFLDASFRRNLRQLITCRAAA
GalR3 antag: antagonists of human GalR3. O60755. HEK293 GalR3-CNG cAMP membrane potential fluorescence; galR3 body fused to GalR1 C-terminus. inhibition, % at 3 µM. actives 0.44% (n = 360,000);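 active = inhibition above the screen-wide average plus 3 SD, cut at about 13% in these data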;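 also: forskolin and galanin both at EC90 stimulate the cells; cAMP rise reported by CNG channel membrane potential dye signal; 0% = forskolin plus galanin with DMSO and 100% = forskolin alone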
IMP-1 inh: inhibitors of Pseudomonas aeruginosa IMP-1 metallo-beta-lactamase; purified IMP-1, nitrocefin hydrolysis, epi-absorbance fluorescence; inhibition, % at 5.6 µM; AID 1556; actives 0.45% (n = 290,000);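 active = inhibition above the mean plus 3 SD of all compounds in the same screening run, cut at about 4.5% in these data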;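 also: 0% = IMP-1 with DMSO and 100% = DMSO wells lacking enzyme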
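System: Purified recombinant IMP-1 metallo-beta-lactamase enzyme | Measured by: Fluorescence quenching readout, ex 480/em 530 nm | Replication: Singlicate | Incubation: 15 min preincubation plus 25 min reaction at 25 °C | Evaluation: Percent inhibition from optical density relative to buffer-blank wells | Benchmarks: DMSO with and without IMP-1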
HCV NS3 hel inh: blocks Hepatitis C virus NS3 helicase unwinding. AID 1800. actives 0.56% (n = 290,000). NS3 helicase DNA unwinding, Cy5 molecular beacon fluorescence. inhibition, % at 10.9 µM;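 active = inhibition above the mean of all tested compounds plus 3 SD, set per campaign, cut at about 35% in these data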;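 also: 0% = DMSO wells and 100% = thioflavine S control wells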
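Compound dosing – single dose, 10.9 µM nominal final, DMSO 0.8% final · System – NS3 helicase fragment of HCV · Buffer or medium – MOPS pH 6.5, MgCl2, DTT, Tween20, BSA · Signal – Cy5 beacon fluorescence read at start and 1 h · Also added – annealed dual-labelled DNA beacon duplex, ATP-started · Schedule – 1 h at 25 °C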
FID counter: fluorescent intercalator displacement, NS3 helicase counter-screen; DNA fluorescent intercalator displacement, fluorescence; inhibition, % at 7.9 µM; actives 0.17% (n = 290,000); AID 1845; in the data active = inhibition above about 37%;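 also: 0% = vehicle and 100% = reference compound; higher means more ethidium bromide displaced from hairpin DNA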
OXTR agonist: agonists of human oxytocin receptor; CHO-OTR cells, Fluo-8 calcium fluorescence; normalized: DMSO 0%, oxytocin 100%; activation, % at 3 µM; actives 0.32% (n = 320,000);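 active = activation above the mean of all tested compounds plus 3 SD, cutoff set per screening run, cut at about 20% in these data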;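 also: peak over basal fluorescence ratio from a 100 s FLIPR kinetic read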
Target sequence (P30559 whole entry, looked up): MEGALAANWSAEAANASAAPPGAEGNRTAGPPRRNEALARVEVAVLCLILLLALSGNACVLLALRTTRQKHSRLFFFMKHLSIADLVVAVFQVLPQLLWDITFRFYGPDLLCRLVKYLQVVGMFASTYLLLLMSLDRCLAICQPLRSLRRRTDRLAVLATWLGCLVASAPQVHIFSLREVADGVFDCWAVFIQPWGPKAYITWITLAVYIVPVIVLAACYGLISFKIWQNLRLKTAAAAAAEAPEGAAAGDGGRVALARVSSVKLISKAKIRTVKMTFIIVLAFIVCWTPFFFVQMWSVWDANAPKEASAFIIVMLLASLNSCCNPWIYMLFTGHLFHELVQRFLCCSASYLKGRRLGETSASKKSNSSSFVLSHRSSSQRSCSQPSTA
The depositor's hits bear a star; . = not tested or not shown.

SMILES	V1aR counter	PHOSPHO1 inh	VIM-2 inh	GPR7 antag	GalR3 antag	IMP-1 inh	HCV NS3 hel inh	FID counter	OXTR agonist
CN(C)CC(C)(C)CNC(=O)C1CCN(Cc2ccccc2O)CC1	0.6	24	1.3	0	1	-0.5	-9	17	0.2
Cc1ccccc1-c1nc(CN2CCCC(C(=O)NCCCN3CCOCC3)C2)c(C)o1 (stereo unspecified)	-1.2	28	-2.3	-7	-3	-3.4	-14	16	-1.2
CCOC(=O)C1=C(c2ccc(OC)cc2)OC(N)=C(C#N)C1c1cccnc1 (stereo unspecified)	0.1	6	-2.5	6	-1	-1.1	-2	-6	-0.8
CC(C)C(=O)NNc1ccc(C(F)(F)F)cn1	0.0	17	-1.9	4	-5	-1.3	3	-3	-0.8
Cc1ccc(/C=C/C(=O)N2CCN(Cc3ccccc3)CC2)o1	0.4	-12	-3.4	-5	-2	-2.2	-2	-14	-1.2
O=C(COC(=O)c1ccccn1)c1ccc([N+](=O)[O-])cc1	-0.8	14	-0.7	6	-2	-2.6	16	-1	0.2
CC1CN(C(=O)CSc2nnc(CNC(=O)c3ccc(S(=O)(=O)N(C)C)cc3)o2)CC(C)O1 (stereo unspecified)	0.0	38	-0.9	-16	-5	-1.3	4	-19	1.8
Cc1cc(Cl)c2oc(C(=O)N(C)Cc3cc(C)[nH]n3)c(C)c2c1	-0.1	48	-0.3	-12	3	-2.6	1	-39	0.6
O=C(Cn1ncn2c(cc3ccccc32)c1=O)NCCCc1ccccc1	1.1	33	-0.3	-7	.	-2.3	17	-19	0.2
CCOCc1[nH]c(=S)[nH]c(=O)c1Cc1ccc(OCC(C)C)cc1	-1.9	31	-4.2	6	0	-3.0	9	-47	-2.3
NC(=O)CCC(NS(=O)(=O)c1ccc(Cl)cc1)C(=O)NCc1ccccc1 (stereo unspecified)	0.6	12	-1.4	-1	2	-2.6	1	1	-0.8
O/N=C(\c1ccccc1)C(O)c1ccccc1 (stereo unspecified)	-0.5	42	-1.5	-16	-9	-3.0	5	-6	0.9
O=C(c1cccc(Cl)c1)N1CCN(C(=O)c2ccco2)CC1	0.6	-32	-5.4	-3	1	-3.4	-1	0	-0.5
O=C(CNc1cccc([N+](=O)[O-])c1)N/N=C/c1ccc([N+](=O)[O-])o1	0.4	30	-2.7	4	-6	-3.2	3	1	1.8
COc1cc(/C=N/Nc2cccc(C)c2)ccc1OC(=O)c1cccs1	-1.7	4	-2.4	-7	1	-1.8	-8	0	-1.4
CCCCn1c(O)c(N=NC(=O)Cn2c(C(F)(F)F)nc3ccccc32)c2ccccc21	0.2	-9	-0.1	-7	9	-2.8	1	4	-0.6
COC(=O)c1sc(N)nc1C(C)(C)C	0.6	-10	-1.8	-14	-2	-2.0	-8	-1	0.7
CCOc1cc(C(=O)OCC(=O)Nc2ccc(SC(F)F)cc2)cc(OCC)c1OCC	3.3	7	-0.6	4	2	1.7	6	-10	0.5
CC1=CN2C(=NC(=O)CC2(C)C(=O)N(CC(=O)NC2CCCC2)Cc2ccc(Cl)cc2)C=C1 (stereo unspecified)	0.5	0	-1.5	-18	-8	-1.6	-8	-20	0.2
CCOC(=O)c1nnn(-c2nonc2N)c1CN(CC)CC	-0.4	15	-2.8	-12	0	-3.3	3	-1	0.3

At a glance, part of the list above.
SMILES	V1aR counter	PHOSPHO1 inh	VIM-2 inh	GPR7 antag	GalR3 antag	IMP-1 inh	HCV NS3 hel inh	FID counter	OXTR agonist
CCCCn1c(O)c(N=NC(=O)Cn2c(C(F)(F)F)nc3ccccc32)c2ccccc21	0.2	-9	-0.1	-7	9	-2.8	1	4	-0.6
COC(=O)c1sc(N)nc1C(C)(C)C	0.6	-10	-1.8	-14	-2	-2.0	-8	-1	0.7
CCOc1cc(C(=O)OCC(=O)Nc2ccc(SC(F)F)cc2)cc(OCC)c1OCC	3.3	7	-0.6	4	2	1.7	6	-10	0.5

Further structures
SMILES	V1aR counter	PHOSPHO1 inh	VIM-2 inh	GPR7 antag	GalR3 antag	IMP-1 inh	HCV NS3 hel inh	FID counter	OXTR agonist
CCN(CC)S(=O)(=O)c1ccc(C(=O)NCCCn2ccnc2)cc1	0.6	-58	-0.7	-9	-6	-2.4	10	18	0.3
O=C(O)/C=C/c1cn(Cc2ccccc2)nc1-c1cccs1	-0.2	4	-1.3	-3	4	-3.1	-2	-14	0.9
CCS(=O)(=O)N1CCN(c2cc3c(cc2[N+](=O)[O-])n(C)c(=O)n3C)CC1	0.2	-8	1.2	3	-4	-0.3	7	-2	0.5
COc1cc2c3c(c1OC)C1(C=CC(=O)C=C1)CC3N(C(C)=O)CC2 (stereo unspecified)	1.1	-10	-1.6	-7	-2	-3.3	1	-2	0.6
Cc1ccc(-c2nc(C(=O)NCCCN3CCOCC3)cc3c2[nH]c2ccccc23)cc1	-1.2	23	0.8	-8	0	-3.0	-101	10	-1.1
O=[N+]([O-])c1ccc(-c2cnc(SCc3ccccc3Cl)[nH]2)cc1	-0.8	56	0.8	9	-4	-1.4	-13	9	-1.7
COc1cc(C(=O)OCCCOC(=O)c2cc(OC)c(OC)c(OC)c2)cc(OC)c1OC	0.5	53	-3.2	-13	1	-4.1	-5	-39	-1.1
O=C(/C=C/c1cccc([N+](=O)[O-])c1)NCCN1CCOCC1	0.5	52	1.7	-2	-8	0.7	2	10	2.3
Cc1ccc(OCC(=O)Nc2ccc(S(=O)(=O)N3CCOCC3)cc2)c([N+](=O)[O-])n1	0.0	32	-0.2	-10	2	-2.5	0	0	0.1
CCC1=C(OC(=O)N(CC)CC)N2C(=O)OC(=NCC3CC3)[C@]2(C)[C@H]2C1=CC[C@H]1C(=O)N(CC)C(=O)[C@H]12	0.2	-18	.	.	4	.	.	.	0.1
CC(=O)N/N=C(\C)c1cccc(NC(=O)c2cccs2)c1	-0.6	6	-3.7	-9	1	-3.8	9	-1	-1.0
CC(C)CN1C(=O)c2ccc(C(=O)Nc3ccccn3)cc2C1=O	-0.1	14	-2.7	-4	2	-2.9	-2	-3	0.5
O=C(Cn1ccc([N+](=O)[O-])n1)N1CCCCCC1	-0.1	18	-3.2	-9	1	-2.2	5	-4	0.7
CCOC(=O)C1(C(F)(F)F)N=C(C(F)(F)F)Nc2ccc(F)cc21 (stereo unspecified)	-0.9	18	-3.0	-19	-3	-1.9	-2	-4	-3.4
COc1cccc(C(=O)Nc2ccc(F)c(F)c2F)c1	0.7	16	-0.7	7	0	-1.6	-5	0	-2.4
O=C(CC(O)(c1ccccc1)C(F)(F)F)c1cccs1 (stereo unspecified)	-0.9	15	-3.6	-11	-1	-3.2	-3	-1	-1.4
CC(C)n1c(SCC(=O)Nc2nncs2)nnc1-c1ccco1	-0.2	18	-4.6	-5	.	-5.6	19	-17	0.4
O=C(NNC(=O)C1C2C=CC(C2)C1C(=O)O)c1ccccc1O (stereo unspecified)	0.2	23	-5.6	-2	5	-4.7	1	-7	-0.1
CC(C)NC(=O)NC(=O)COC(=O)c1ncc(Cl)c(Cl)c1Cl	9.8	-4	-4.0	-12	-7	-2.2	2	-9	-1.2
COc1ccc(NC(=O)C2CCCN(S(=O)(=O)c3c(C)n[nH]c3C)C2)cc1OC (stereo unspecified)	1.5	8	-2.0	-9	-4	-3.3	6	-12	1.0
Cc1cccc(C(=O)N[C@H](C(=O)Nc2nc3ccc(S(C)(=O)=O)cc3s2)C(C)C)c1	-0.9	33	-2.6	-6	-4	-2.6	4	-16	-1.8
CC(=O)Nc1ccc2c(c1)nc1n2CCSC1	0.4	4	-2.3	-4	-4	-1.3	-13	-1	0.5
CC(=O)N(CN1C(=O)CCC1=O)c1ccc(Cl)c(Cl)c1	1.1	4	-0.3	-14	-4	-0.4	3	1	-1.1
CCCCNC(=O)C(=O)N/N=C/c1ccc(C(=O)OC)cc1	0.4	11	-1.6	-11	-5	-1.1	-3	-13	-0.6
COc1ccc(-c2c(C(C)=O)c(C)nc3sc4c(=N)n(N)cnc4c23)cc1	0.7	4	2.5	0	8	-2.8	-8	-19	-0.9
C=CC[N+](C)(C)CCCNC(=O)/C=N/O	0.1	-30	-0.9	-3	-3	-3.2	6	-4	2.1
CC[n+]1c(/C=C/N(C)c2ccccc2)oc2ccc(F)cc21	0.2	10	-1.9	-9	-9	-0.4	18	6	0.6
CSc1cccc(NC(=S)N(CCN(C)C)C(C)c2ccncc2)c1 (stereo unspecified)	1.4	44	-2.5	-10	-3	-1.6	1	-3	1.4
O=C(CSc1nccc(=O)[nH]1)c1c[nH]c2ccccc12	-0.6	-2	1.2	3	1	-1.9	0	-4	0.1
CC(C)CC(C(=O)NC1CCCC1)N(Cc1cccs1)C(=O)c1snc(C(N)=O)c1N (stereo unspecified)	-1.1	-1	-1.5	-5	-2	-7.8	-4	-33	-2.6
CCCC(=Nc1ccc(N)cc1)C1=C(O)C(C(=O)OC)C(C)(C)CC1=O (stereo unspecified)	-0.3	1	-2.1	-2	-3	-2.3	14	-11	-1.2
CC1(C)Cc2c(ccc3ccccc23)C(NNC(=O)c2cccnc2)=N1	-0.7	18	-1.7	16	0	-1.0	-1	0	-0.1
O=C(/C=C/c1ccc(O)cc1)c1ccccc1	3.5	12	2.8	10	-2	-0.5	19	3	4.3
CC(O)CNc1ncnc2nc[nH]c12 (stereo unspecified)	0.9	9	-2.4	-10	-5	-2.4	-2	-4	0.1
Cc1ccc(C(=O)C2CCN(C(=S)NCCCOC(C)C)CC2)cc1	2.6	18	-2.2	-11	-12	-3.1	-1	-33	-1.4
COc1ccc(NC(=O)C(OC)c2ccccc2)cc1Cl (stereo unspecified)	1.7	-10	-3.3	-5	-1	-3.6	-2	-7	-0.2
COc1cc(OC)cc(C(=O)NC2CCN(C(=O)N3c4ccccc4Sc4ccccc43)CC2)c1	0.1	-1	1.9	-5	-9	0.4	-40	-22	0.4
COc1ccc(OC)c(S(=O)(=O)NNC(=S)Nc2ccc3c(c2)OCO3)c1	-0.4	11	-2.6	-12	-5	-0.1	-7	-5	0.5
Cc1ccc(Cn2ncc3c(N4CCN(CC#N)CC4)ncnc32)cc1	1.1	28	-2.4	-11	5	-1.5	-1	-2	-0.1
CCOC(=O)c1ccccc1NC(=O)CSc1nc2ccccc2c(=O)[nH]1	-0.2	-11	-2.8	-7	-4	-0.3	-3	0	1.8
COc1ccc(-c2nc3cc(C)ccn3c2NCC2CCCO2)cc1OC (stereo unspecified)	-0.5	.	-2.8	-11	2	-2.5	1	8	-1.2
COc1ccccc1NC(=O)c1c(NC(=O)CCC(=O)O)sc2c1CCCCC2	0.7	.	-0.8	-13	-1	-1.9	9	-20	7.7
CCOC(=O)c1c(-c2ccc(C)o2)csc1NC(=O)CSc1nnnn1-c1ccccc1	0.1	6	-0.5	11	-3	-3.2	15	-16	-0.9
O=c1cc(-c2ccco2)oc2c1ccc1ccccc12	-0.8	23	0.5	-9	-6	-1.9	5	-4	-0.8
